# Screening data (PubChem BioAssay)
# hcGAS inh: human cGAS inhibition. inhibition, % at 12.5 µM. Q8N884. recombinant h-cGAS, ATP depletion, Kinase-Glo luminescence. AID 1259398. 290,000 tested, 0.081% active;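 note: 0% = vehicle reaction and 100% = reaction without DNA for no activity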
# Target sequence (Q8N884 whole entry, looked up): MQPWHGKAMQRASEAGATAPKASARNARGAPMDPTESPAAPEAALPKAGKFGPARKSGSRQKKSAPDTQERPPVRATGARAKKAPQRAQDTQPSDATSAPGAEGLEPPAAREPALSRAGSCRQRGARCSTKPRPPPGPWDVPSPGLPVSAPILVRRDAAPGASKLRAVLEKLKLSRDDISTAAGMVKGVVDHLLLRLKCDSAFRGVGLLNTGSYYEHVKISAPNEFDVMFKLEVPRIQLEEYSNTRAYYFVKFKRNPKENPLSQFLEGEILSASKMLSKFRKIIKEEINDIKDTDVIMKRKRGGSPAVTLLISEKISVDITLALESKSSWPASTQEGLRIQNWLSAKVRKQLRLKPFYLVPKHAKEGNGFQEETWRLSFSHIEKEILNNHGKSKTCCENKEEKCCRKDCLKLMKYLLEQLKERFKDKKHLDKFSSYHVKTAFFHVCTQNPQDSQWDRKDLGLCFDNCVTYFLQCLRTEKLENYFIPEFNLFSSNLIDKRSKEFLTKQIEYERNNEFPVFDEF
# mcGAS inh: mouse cGAS inhibition by luminescence; Q8C6L5; recombinant cGAS, Kinase-Glo ATP depletion luminescence; inhibition, % at 12.5 µM; 160,000 tested, 0.15% active;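 note: 0% = negative control wells and 100% = reference inhibitor with no enzyme activity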
# NPYLR7 agonist: activates Aedes aegypti NPYLR7 receptor | HEK293T NPYLR7/Galpha15, GCaMP6s calcium fluorescence | activation, % at 10 µM | 270,000 tested, 0.15% active; in the data active = activation above about 40%;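 note: 0% = vehicle and 100% = reference agonist at the receptor; some compounds past the cut are filed as inactive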
# * hit, by the source's call; nt = no result given; & = joins results of further samples. Cut-off read from the data, not from the text of the source, unless noted: active = inhibition above about 40%; inactive = the rest.
SMILES,hcGAS inh,mcGAS inh,NPYLR7 agonist
O=[N+]([O-])C1C(=Nc2ccc(Cl)cc2)NN=C1c1nnco1 (stereo unspecified),11,nt,-5
CCCN(Cc1cccc(Cl)c1)C(=O)CC1=CCNCC1,-1,-17,10
Cc1[nH]n(-c2nc(-c3ccc(Br)cc3)cs2)c(=O)c1N=Nc1ccc([N+](=O)[O-])cc1Cl,0,-4,-1
CCCn1c(CCNC(=O)c2ccco2)nc2ccccc21,-6,-9,0
COc1ccc(/C=N\NC(=O)Cc2nnc(NC(C)=O)s2)cc1,-5,-4,2
COc1ccc(-c2nnc(SCC(=O)N3CCC(C)CC3)o2)cc1,-7,-7,8
Cc1ccc(C)c(OCc2nnc(SCC#N)o2)c1,1,-11,2
CCOCCCN(CC(=O)N(Cc1cccn1Cc1ccccc1Cl)CC(C)C)C(=O)C(C)(C)CCl,0,-4,1
Cc1nnc(-c2cc3ccccc3n2CC(=O)Nc2cccc(C(F)(F)F)c2)o1,-3,-7,24
O=C(c1cccs1)N(CC(=O)N1CCc2sccc2C1COc1cccc(F)c1)Cc1ccco1 (stereo unspecified),-5,-6,-1
Nc1nnc(-c2cc(-c3ccc(Cl)cc3)on2)o1,-3,nt,5
Cc1nn(S(=O)(=O)c2ccc(C(C)(C)C)cc2)c(C)c1S(=O)(=O)N1CCCC(C)C1 (stereo unspecified),-8,nt,1
O=C(c1ccno1)N(CCn1cccn1)c1nc2ccccc2s1,11,10,-27
CCc1nc2ccc(C(=O)N3CCN(c4ccccc4)CC3)cn2c1N(CC)Cc1cccc(Br)c1,-5,-2,5
COc1ccc(-c2[nH]c(=S)[nH]c2-c2ccc(OC)cc2)cc1,-5,nt,0
CNS(=O)(=O)c1ccc(CN(C)CC2Cc3ccccc3CN2C)cc1 (stereo unspecified),-1,-3,4
CC(=O)Nc1cc(-c2ccccc2)nn1-c1ccc(C(=O)NCCC2=CCCCC2)cc1,-5,nt,-5
COCc1c(C(=O)OCC(=O)N2CCCC2=O)oc2ccccc12,1,nt,0
CCc1ccc(NC(=O)CN(C2CC2)C2CCS(=O)(=O)C2)cc1 (stereo unspecified),-5,nt,5
Cn1nnc2c(C(N)=O)ncn2c1=O,1&-2,nt,-11&-8
COc1ccc(C2(CNC(=O)N3CCSCC3)CCCCC2)cc1,0,nt,-1
Cc1ncsc1CN(Cc1ccccc1)C(=O)c1ccc2nc(C3CC3)oc2c1,-2,-10,4
Cn1c(C2CCN(S(C)(=O)=O)CC2)nn(Cc2ccc(F)cc2)c1=O,-8,-7,4
O=C(O)CCCCCN1C(=O)C(=Cc2cccs2)SC1=S,-5,nt,1
Cn1c(=O)[nH]c(=O)c2c1ncn2CCN1CCOCC1,5,nt,-10
Cc1noc(C)c1C(=O)OCc1cc(=O)n2ccsc2n1,-9,-6,-3
CCCc1nc(CN(CC)C(=O)C2=CC(=O)CC(C)(C)O2)no1,-7,-18,-2
CC(=O)Oc1ccccc1CN1C(=O)C(C)ON=C1c1ncccc1C (stereo unspecified),-2,nt,8
Cc1ccc(C)c(-n2cc(CN3CCN(C(=O)c4ncn[nH]4)CC3)c(-c3ccccc3)n2)c1,-5,nt,7
CCCC(C)NC(=O)CSc1nc2ccccc2c(=O)n1CCCN(CC)CC (stereo unspecified),-4,nt,-5
COc1ccc(NC(=O)N2CCS(=O)(=O)C(C)(C)C2)cc1F,-3,-10,0
CC1CCN(c2onc(-c3ccccc3)c2CN(Cc2ccco2)C(=S)Nc2ccc(F)cc2)CC1,-10,-5,3
COc1ccc(-c2nc3scc(CCNS(=O)(=O)c4ccc(OC)c(F)c4)n3n2)cc1,2,-1,-19
Cc1noc(-c2ccc(C(C)(C)C)cc2)c1C(=O)NCc1ccsc1,-8,-9,3
CCC1(c2ccccc2)NC(=O)N(CC(=O)NC2CCCCCCC2)C1=O (stereo unspecified),2,-8,7
N=C1/C(=C\c2ccc(OC(=O)c3ccccc3F)c(Cl)c2)C(=O)N=C2SC=NN12,1,nt,5
O=C1CCCc2nn(-c3ccccc3)nc21,-4,nt,-1
CSc1nc2ncc3c(=O)n(CCc4ccccc4)ccc3n2n1,-6,nt,1
COCCCNC(=O)c1nn(C)c2c1CN(C(=O)c1ccccc1-c1ccccc1C)CC2,-19,-8,21
COCCN(Cc1cc(NC(=O)c2cccc(F)c2)ccc1N(C)C)C(=O)c1cccc(F)c1,-1,-5,4
O=C(c1ccc(F)cc1C(F)(F)F)N1CCC(Cc2ccc3c(c2)OCO3)CC1,-4,-6,24
CCOc1ccc(C2C(C(=O)OC(C)C)=C(C)NC3=C2C(=O)CC(c2ccc(OC)cc2)C3)cc1OC (stereo unspecified),-1,-4,1
CC(C)=CC(=O)OCC(=O)NC(C)(C#N)C(C)C (stereo unspecified),6,nt,-5
COc1ccc(-c2cnn(CCC(N)=O)c2)c(C)c1,0,nt,47*
COc1cccc2sc(N(CCN(C)C)C(=O)CCS(=O)(=O)c3ccccc3)nc12,1,0,-6
COc1cc2cc(C(=O)NC3CCCCC3)[nH]c2c(OC)c1OC,-10,nt,-1
COc1ccc(OC)c(C2CC(c3ccccc3Cl)=NN2C(=O)CN2CCc3ccccc3C2)c1 (stereo unspecified),-8,-6,9
COc1ccc2c(c1)CCc1c(-c3ccc(C(=O)NCCOc4ccccc4)cc3)n[nH]c1-2,-4,-8,24
S=c1nn[nH]n1-c1ccccc1,-6,nt,-1
CCCCCCOC(=O)C1=C(C)NC(=O)NC1c1ccccc1Cl (stereo unspecified),-3,nt,8
COc1ccc(-c2cc(C)ccc2OCC(N)=O)cc1Cl,-1,10,10
Cc1ccc(-c2nnc(Nc3cccc(O)c3)c3ccccc23)cc1S(=O)(=O)NC(C)(C)C,-2,nt,-18
COc1cc2ncnc(Nc3ccc(O)c(Br)c3)c2cc1OC,-7,-7,-2
CN(C)C(C(=O)NCC1CCN(c2cccc(Br)c2)C1)c1ccccc1 (stereo unspecified),-8,-6,0
COc1ccc(C(C)=O)cc1CS(=O)c1ccccc1OC (stereo unspecified),-6,nt,-2
CC(=O)NC(C)c1ccc(-c2csc(NC(=O)c3ccco3)n2)cc1 (stereo unspecified),-6,-7,8
CCSCCN(C(=O)c1ccn[nH]1)C1CCCCC1,-6,nt,1
O=C1CCCc2occ(C(=O)N3CCC4(CC3)Nc3ccccc3C(=O)N4CCO)c21,-6,nt,0
CC(=O)Cn1c(=O)c2c(nc3n2CCCN3Cc2ccco2)n(C)c1=O,-2,nt,4
CC(CN(C)C)CN1c2ccccc2Sc2ccccc21 (stereo unspecified),0&-2&-9,-4,-11&0

# In a second layout: 14 of the compounds above.
# Each structure is followed by: hcGAS inh	mcGAS inh	NPYLR7 agonist
COc1ccc(OC)c(C2CC(c3ccccc3Cl)=NN2C(=O)CN2CCc3ccccc3C2)c1 (stereo unspecified)
    -8	-6	9
COc1ccc2c(c1)CCc1c(-c3ccc(C(=O)NCCOc4ccccc4)cc3)n[nH]c1-2
    -4	-8	24
S=c1nn[nH]n1-c1ccccc1
    -6	nt	-1
CCCCCCOC(=O)C1=C(C)NC(=O)NC1c1ccccc1Cl (stereo unspecified)
    -3	nt	8
COc1ccc(-c2cc(C)ccc2OCC(N)=O)cc1Cl
    -1	10	10
Cc1ccc(-c2nnc(Nc3cccc(O)c3)c3ccccc23)cc1S(=O)(=O)NC(C)(C)C
    -2	nt	-18
COc1cc2ncnc(Nc3ccc(O)c(Br)c3)c2cc1OC
    -7	-7	-2
CN(C)C(C(=O)NCC1CCN(c2cccc(Br)c2)C1)c1ccccc1 (stereo unspecified)
    -8	-6	0
COc1ccc(C(C)=O)cc1CS(=O)c1ccccc1OC (stereo unspecified)
    -6	nt	-2
CC(=O)NC(C)c1ccc(-c2csc(NC(=O)c3ccco3)n2)cc1 (stereo unspecified)
    -6	-7	8
CCSCCN(C(=O)c1ccn[nH]1)C1CCCCC1
    -6	nt	1
O=C1CCCc2occ(C(=O)N3CCC4(CC3)Nc3ccccc3C(=O)N4CCO)c21
    -6	nt	0
CC(=O)Cn1c(=O)c2c(nc3n2CCCN3Cc2ccco2)n(C)c1=O
    -2	nt	4
CC(CN(C)C)CN1c2ccccc2Sc2ccccc21 (stereo unspecified)
    0&-2&-9	-4	-11&0

# Further records follow:
SMILES,hcGAS inh,mcGAS inh,NPYLR7 agonist
CC(=O)Nc1ccc(-n2ccc3nc4ccn(CCO)c(=O)c4cc3c2=O)cc1,-4,nt,4
COC(=O)C1=CN(Cc2cccs2)C=C(C(=O)OC)C1c1cccs1,-16,nt,0
CCC(NC(=O)C(C)C)C1=CCCN(Cc2ncccn2)C1 (stereo unspecified),2,-10,1
Cc1ccccc1C1(O)CCN(C(=O)c2cn[nH]n2)C1 (stereo unspecified),-7,-14,-1
COc1ccc(C(=O)Nc2c3c(nn2-c2cccc(C)c2C)CS(=O)C3)cc1OC (stereo unspecified),-1,nt,0
Cc1cn2c3c(=O)n(CC(=O)C(C)(C)C)c(=O)n(C)c3nc2n1C1CCCC1,-1,nt,19
CNCc1csc(C(C)C)n1,1,nt,-4
CCCCC(=O)Nc1ccccc1C1SCC(=O)N1c1ccc(OCC)cc1 (stereo unspecified),2,0,nt
c1coc(-c2nc(-c3ccncc3)no2)c1,-11,-7,-1
CCCc1nc(C(C)(C)NC(=O)c2sc(-c3cccs3)nc2C)no1,-7,nt,-4
CCOc1ccc(N2CCn3c(SCc4ccccc4C)nnc32)cc1,-5,-9,8
O=C(c1ccc2[nH]c(=O)[nH]c2c1)N1CCC(Cc2ccccc2)C1 (stereo unspecified),-3,nt,0
O=C1CC(c2ccc(-c3ccccn3)cc2)c2ccc(O)cc2N1 (stereo unspecified),-4,-8,11
COc1ccc(N=c2scc(CN3CCC(O)CC3)n2Cc2ccccc2)cc1,1,nt,-2
CC(CN1CCc2ccccc2C1)NC(=O)C1=NNC(=O)CC1 (stereo unspecified),-2,nt,11
Cc1sc2ncn(Cc3cc(=O)n4ccsc4n3)c(=O)c2c1C,-2,-3,17
CCc1cc(-c2cccc(C)c2C)nc(N(C)C)n1,-1,nt,7
CN(CCc1ccccn1)C(=O)c1cn(CCc2ccccc2)nn1,3,2,-1
Nc1nccnc1C(=O)OCC(=O)NC(=O)OCc1ccccc1,-5,nt,0
CC(C)C(C)NC(=O)CSc1nnc(-c2cccs2)n1C1CC1 (stereo unspecified),-3,nt,21
O=C1C2=C(Nc3ccccc3SC2c2cccnc2)c2ccccc21 (stereo unspecified),-2,-3,6
COc1cccc(C2CCCN2S(=O)(=O)c2ccc(Cl)cc2C(F)(F)F)c1 (stereo unspecified),-11,-9,20
CCn1cnnc1CNC(=O)c1ccc(N2CCCCCC2)nc1,-8,nt,3
O=C(CCC(F)(F)F)NCc1cccnc1Oc1ccccc1F,2,-9,1
Nc1ccc(SC2C3CC4C2OC(=O)C4C3C(=O)O)cc1 (stereo unspecified),-5,-8,3
COc1ccc2cc(C(=O)C3CCCN(Cc4cnc(N(C)C)s4)C3)ccc2c1 (stereo unspecified),-6,-9,16
C/C=C/Cn1c(C(=O)O)cc2sc(C)cc21,10,nt,-3
O=C(NCCCCNC(=O)c1ccc(Br)s1)c1ccc(Br)s1,0,-4,4
Cc1cc(C(=O)CSc2nnc(-c3cccs3)o2)c(C)n1C1CC1,-6,nt,2
C=Cn1cc(CN2CCCC(CNC(=O)c3ccncc3C)C2)cn1 (stereo unspecified),1,nt,-1
COC(=O)N1CCN(CCNC(=O)c2cnc3ccccc3n2)CC1,-11,nt,-2
CCS(=O)(=O)Oc1cccc(CN(CC2CCCO2)C(=O)c2ccco2)c1 (stereo unspecified),-5,-4,21
CC(c1ccccc1Cl)N1CCN(C(=O)c2ccc[nH]c2=O)CC1 (stereo unspecified),-10,-7,12
CCC(C(=O)N1CCN(CC(OCc2ccc(C(=O)OC)cc2)c2ccc(Cl)cc2)CC1)c1ccccc1 (stereo unspecified),-7,88*,nt
Cc1nc(CCNC(=O)C2CC(=O)OC23CCCC3)cc(=O)[nH]1 (stereo unspecified),-4,nt,12
Cc1cc(COC(=O)C2CCCN2C(=O)C2CC2)on1 (stereo unspecified),-7,nt,12
O=C1NCCN(C(=O)c2cnnn2-c2ccccc2)C1c1ccc(F)cc1 (stereo unspecified),-4,-16,8
O=C(c1ccc(N2CCC(NCc3ccc(C(F)(F)F)cc3F)CC2)cc1)N1CCOCC1,-8,-11,18
CCCCc1ccc(C(=O)N(CCC(C)C)Cc2c(C)nn(-c3ccccc3)c2N2CCN(C)CC2)cc1,-8,-5,-1
COc1ccc(C(=O)Nc2ccc(-c3nc4cc(Cl)ccc4o3)cc2)cc1OC,-4,-3,-4
COc1cccc(C(=O)N(CCN2CCOCC2)Cc2csc(COc3ccccc3C)n2)c1,-1,-3,-1
CCCCC(=O)Nc1ccc(NC(=O)C2C=CCN2)cc1 (stereo unspecified),-6,nt,0
CCOC(=O)c1c(NC(=O)C(F)(F)C(F)F)c(-c2cccc(F)c2)cn1C,-5,-7,4
COc1ccc2c(c1)CCC1=C2CCC2(C)C(=O)CC=C12 (stereo unspecified),-4,-5,-7
COc1ccc(CN2CCCn3cccc3C2c2cccc(C(F)(F)F)c2)c(OC)c1 (stereo unspecified),-5,-4,-3
OC(c1cccs1)C1CCN(Cc2ccc(-n3cncn3)cc2)CC1 (stereo unspecified),-7,nt,2
O=C(Nc1ccc(F)cc1F)c1cccn(OCc2ccccc2)c1=O,-1,-2,1
O=C(Cn1c(=O)[nH]n(-c2ccccc2)c1=O)N1CCc2ccccc2C1,5,nt,-1
CCOc1ncccc1C(=O)N1CCCC(N2CCC(CO)CC2)C1 (stereo unspecified),-1,nt,26
Cc1c(C2Nc3ccccc3C(=O)N2C2CC2)cc(C#N)n1C (stereo unspecified),-14,-7,12
Nc1nc(NC(=S)NC2CCS(=O)(=O)C2)n[nH]1 (stereo unspecified),-4,nt,3
COc1cc(/C=N\Nc2nc(N3CCCC3)nc(N3CCCC3)n2)ccc1O,-10,-8,2
